Assay outcomes from PubChem BioAssay.
rTrxR1 inhibitor = inhibitors of rat thioredoxin reductase 1 | O89049 | recombinant rTrxR1, NADPH fluorescence consumption, selenite substrate | Potency, µM (highest dose often 114 µM), for the others: at the highest dose activity change, negative = inhibition, hits mostly inhibitors | hit rate 1% among 390,000 | AID 588453; further: on the % scale 0 is the no-effect control and ±100 the full control effect; nearly all actives have a fitted effect of over 65% in size
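Rat TrxR1 (90 nM in the dispensed reagent) was pre-reduced with 400 uM NADPH for 5 min at room temperature, then incubated with compound for 15 min. After 400 uM selenite was added, NADPH fluorescence (Ex 340/Em 450 nm) was followed for 8 min.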
RGS4 inh = inhibitors of human regulator of G protein signaling 4; P49798; Transcreener GDP fluorescence polarization, RGS4-accelerated GTP hydrolysis; Potency, µM (titrated, usually from 114 µM), for the others: at the highest dose activity change, negative = inhibition, usual class: inhibitors; hit rate 0.039% among 390,000; further: on the % scale 0 is the no-effect control and ±100 the full control effect; nearly all actives have a fitted effect of over 75% in size; some results filed as inactive show a strong effect at the top dose
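MLSMR compounds (23 nl, pin-transferred) preincubated 10 min at room temperature with a 500nM (2x) first reagent, then RGS4 at 900nM (2x) plus Transcreener GDP mix added; fluorescence polarization (620/688 nm) read before and after 90 min at 30 °C.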
Tb PGK inh = blocks T. brucei phosphoglycerate kinase; PGK/GAPDH coupled, Kinase-Glo luminescence, 60 min; Potency, µM (titrated, usually from 57.5 µM), for the others: top-dose activity change, negative = inhibition, usual class: inhibitors; hit rate 0.043% among 380,000; further: on the % scale 0 is the no-effect control and ±100 the full control effect; nearly all actives have a fitted effect of over 60% in size
Target sequence (P07378 whole entry, looked up): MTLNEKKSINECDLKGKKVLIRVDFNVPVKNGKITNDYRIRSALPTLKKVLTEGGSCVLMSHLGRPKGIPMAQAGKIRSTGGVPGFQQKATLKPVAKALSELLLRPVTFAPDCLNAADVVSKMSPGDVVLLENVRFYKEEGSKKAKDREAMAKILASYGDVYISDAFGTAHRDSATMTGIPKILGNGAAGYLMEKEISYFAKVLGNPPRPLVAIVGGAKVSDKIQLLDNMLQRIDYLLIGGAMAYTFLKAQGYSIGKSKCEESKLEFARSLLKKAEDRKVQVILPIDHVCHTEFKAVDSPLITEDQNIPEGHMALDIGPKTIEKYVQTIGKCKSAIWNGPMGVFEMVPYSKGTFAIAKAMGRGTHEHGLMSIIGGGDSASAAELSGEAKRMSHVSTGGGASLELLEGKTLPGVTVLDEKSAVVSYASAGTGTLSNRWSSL
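Luminescent ATP detection (Kinase-Glo Plus) follows a 60-minute room-temperature incubation, with wells lacking PGK as controls. Buffer: 100 mM TEA (pH 7.6), 5 mM MgCl2, 0.01% Tween-20. Coupling enzyme GAPDH (100 nM final) supplies unstable 1,3-BPG in-well.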
GLS inhibitor = glutaminase GLS (human) inhibition; O94925; GLS enzymatic activity, qHTS titration; Potency, µM (highest dose often 45.5 µM), inactives show at the highest dose activity change, negative = inhibition, actives largely listed as inhibitors; hit rate 0.21% among 410,000; AID 624170; further: on the % scale 0 is the no-effect control and ±100 the full control effect
Target sequence (O94925 whole entry, looked up): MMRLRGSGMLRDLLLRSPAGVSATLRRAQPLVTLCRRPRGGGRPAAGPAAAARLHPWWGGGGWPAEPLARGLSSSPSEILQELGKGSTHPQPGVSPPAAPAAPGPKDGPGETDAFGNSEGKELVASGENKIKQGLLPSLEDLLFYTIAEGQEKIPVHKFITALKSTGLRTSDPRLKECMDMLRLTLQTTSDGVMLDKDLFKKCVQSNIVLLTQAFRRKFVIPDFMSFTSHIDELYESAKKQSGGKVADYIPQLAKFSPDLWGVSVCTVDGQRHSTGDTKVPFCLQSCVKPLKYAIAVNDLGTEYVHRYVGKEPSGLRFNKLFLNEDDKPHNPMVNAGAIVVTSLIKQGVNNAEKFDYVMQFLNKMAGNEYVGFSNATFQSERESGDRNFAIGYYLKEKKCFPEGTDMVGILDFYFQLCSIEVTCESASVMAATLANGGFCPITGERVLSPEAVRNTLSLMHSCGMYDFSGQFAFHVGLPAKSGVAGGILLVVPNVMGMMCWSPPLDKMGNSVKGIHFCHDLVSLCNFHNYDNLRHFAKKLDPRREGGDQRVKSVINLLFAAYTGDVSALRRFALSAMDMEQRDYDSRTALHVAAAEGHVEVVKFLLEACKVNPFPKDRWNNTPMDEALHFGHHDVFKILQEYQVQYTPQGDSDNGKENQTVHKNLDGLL
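Read-out is an Amplex red fluorescence increase coupled through glutamate oxidase and HRP, measured before and after 30 min room-temperature incubation. hKGA is in 45 mM KH2PO4 (pH 8.2) with 0.02% Tween-20; glutamine added as 1mM solution.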
Pin1 inh = inhibitors of human Pin1 | Q13526 | Pin1 FP peptide displacement, HiFluor488, 10 min | Potency, µM (series often up to 115 µM), without a hit: top-dose activity, negative = inhibition, most hits filed as inhibitors | hit rate 0.009% among 390,000 | AID 504891; active means well fitted inhibition curve with a large enough effect in the polarisation, with a control signal flat, not every such curve was filed as active; inconclusive means small, poorly fitted or top-dose-only effect, or effect the other way, or a change in a side signal; inactive means no such curve, though single readings can be large or run the other way; the % refers to the polarisation; further: on the % scale 0 is the no-effect control and ±100 the full control effect
ERG-DNA inh = ERG Ets/DNA interaction inhibition. Potency, µM (series often up to 76.9 µM), without a hit: at the top dose FP activity, negative = inhibition, actives largely listed as inhibitors. hit rate 0.028% among 370,000. fluorescence polarization, His-ERG Ets domain / labelled DNA. AID 624246. P11308; active means well fitted inhibition curve with a large enough effect in the polarisation, with a control signal flat; inconclusive means small, poorly fitted or top-dose-only effect, or effect the other way, or a change in a side signal; inactive means no such curve, though single readings can be large or run the other way; the % refers to the polarisation;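 further: polarization taken with two DNA probes labelled with fluorescein and Texas red; % of control where 0% means no effect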
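His-tagged ERG Ets domain (1 uM in the protein solution; 300mM KCl, 50mM Tris-HCl, 1mM EDTA, 1mM DTT, pH 7.5) received compound, then a probe mix of 5 nM fluorescein-DNA and 100nM Texas-615-DNA. Fluorescence polarization was read for both dyes.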
JMJD2A Tudor inh = inhibitors of human JMJD2A Tudor domain; AlphaScreen JMJD2A-Tudor / H3K4me3 peptide binding; Potency, µM (highest dose often 114 µM), for the others: top-dose activity change, negative = inhibition, most hits filed as inhibitors; hit rate 4.4% among 390,000; further: on the % scale 0 is the no-effect control and ±100 the full control effect; nearly all actives have a fitted effect of over 50% in size
HP1b binding inh = HP1-beta chromodomain-methylated histone interaction inhibition; P83916; AlphaScreen HP1-beta / biotin-H3K9me3 peptide binding; Potency, µM (top dose mostly 114 µM), for the others: top-dose activity change, negative = inhibition, hits mostly inhibitors; hit rate 0.56% among 390,000; further: nearly all actives have a fitted effect of over 70% in size; inactives centre near 23
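HP1-beta protein (50 nM final) preincubated 30 min at room temperature with biotinylated H3(1-18)K9me3 peptide (50 nM) in PBS pH 7.4, 0.01% Tween-20, then compound added for 30 min. AlphaScreen streptavidin donor/nickel chelate acceptor beads (10 ug/mL final), 30 min dark, luminescence read.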
ALOX12 inh = inhibitors of human 12S-lipoxygenase ALOX12; purified 12hLO, xylenol orange hydroperoxide absorbance; AID 1671190; Potency, µM (series often up to 108 µM), for the others: at the highest dose activity change, negative = inhibition, usual class: inhibitors; hit rate 1.1% among 580,000; P18054; further: on the % scale 0 is the no-effect control and ±100 the full control effect
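Purified human 12hLO (150 nM final) in 25 mM Hepes, 0.01% Triton X-100, pH 7.0 was preincubated 15 min at room temperature with compound. Then 40 uM arachidonic acid was added, 30 min. Hydroperoxide was read by Fe-XO absorbance ratio 573/405 nm.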
The depositor's hits bear a star; i = inactive; ? = inconclusive; · = no result given; [ ] = dose if it differs, or a comment. Unless noted, the call rests on the fitted dose curve; in most records, active means well fitted curve in the direction sought with a large enough effect; inconclusive means small, poorly fitted or top-dose-only effect, or another doubt; inactive means no such curve, though single readings can be large; an effect the other way counts as inactive or inconclusive. Potency means the concentration at half of the fitted maximal effect.

| Structure | rTrxR1 inhibitor | RGS4 inh | Tb PGK inh | GLS inhibitor | Pin1 inh | ERG-DNA inh | JMJD2A Tudor inh | HP1b binding inh | ALOX12 inh |
| --- | --- | --- | --- | --- | --- | --- | --- | --- | --- |
| CCCCOc1ccc(-c2csc(N)n2)cc1[N+](=O)[O-] | -2%[11.4 µM] | -15% | -6% | 1% | -4% | 0% | -19% | -11% | -27% |
| Cc1cc(=O)oc2c3c(cc(OCC(=O)NCc4ccccn4)c12)OC(C)(C)CC3 | 44% | -14% | i | -5% | -2% | 17% | -16% | 37% | 7% |
| Cc1cccc(C)c1NC(=O)c1cc(S(=O)(=O)N2CCCc3ccccc32)ccc1F | 13%[57.1 µM] | 8% | -14% | -5% | -4% | 8% | -6% | 9% | -19% |
| Nc1ccc(-c2nnc(-c3ccc(N)cc3)o2)cc1 | -17% | 8% | -10% | 9% | -4% | 0% | -17% | 43%[activator] | · |
| CCOC(=O)CSc1nnc(-c2ccncc2)o1 | 10%[57.1 µM] | 1% | -5% | 7% | 6% | 6% | -1% | 27% | 0% |
| COC(=O)c1ccc(CSc2nc(C(F)F)cc(C)c2C#N)o1 | 3%[57.1 µM] | -3% | -6% | -1% | 3% | -1% | 22% | 49%[activator] | 0% |
| CC(Sc1ccccc1)C(=O)NNC(=O)c1ccncc1 (configuration not stated) | -4% | 3% | -1% | -15% | 2% | 3% | 1% | 20% | 2% |
| CCOC(=O)COc1ccc(Br)cc1C1NC(=O)NC(C)=C1C(=O)NCc1ccccc1 (configuration not stated) | 4% | -8% | -1% | 3% | -7% | 7% | -13% | 27% | -21% |
| CCN(CC)CCCNC(=O)C1CCN(S(=O)(=O)CC)CC1 | 7%[57.1 µM] | 27% | -2% | -11% | -4% | 2% | -14% | 12% | -2% |
| CCOC(=O)CNC(=S)N(CCCN1CCCCCC1)Cc1cccs1 | 20% | -18% | i | 1% | -6% | -3% | -10% | 49%[activator] | -21% |
| C=CCNc1nc(-c2sc(NC(C)=O)nc2C)cs1 | 15% | ? | -3% | 3% | 3% | 0% | -30% | 2% | ? |
| COc1cc(C2c3cc4c(cc3CC3COC(=O)N32)OCO4)cc(OC)c1OC (configuration not stated) | 13%[11.4 µM] | 1% | -6% | -2% | -1% | 5% | 8% | 41%[activator] | -8% |
| COc1ccccc1CNC(=O)CN1C(=O)c2ccc([N+](=O)[O-])cc2C1=O | -4% | 7% | 9% | -8% | 5% | 8% | -8% | 17% | -1% |
| O=C(NCCc1csc2nc(-c3ccccc3F)nn12)C(=O)Nc1cc(F)ccc1F | 13%[57.1 µM] | -8% | -3% | 5% | 1% | -1% | 5% | 24%[57 µM] | -13% |
| CCCS(=O)(=O)c1nc(S(=O)(=O)c2ccc(C)cc2)c(NCc2ccc3c(c2)OCO3)s1 | 1% | -18% | -9% | -2% | 22% | -2% | -5% | 14% | -11% |
| S=c1[nH]c2ccc3ccccc3c2[nH]1 | 2% | -3% | -10% | -16% | -5% | -6% | -16% | 25% | -11% |
| CC(=O)N1CCSc2ccc(S(=O)(=O)N3CCC(C)CC3)cc21 | 26% | 7% | -5% | 0% | -1% | 7% | -13% | 5%[57 µM] | -1% |
| O=C(NC12CC3CC(CC(C3)C1)C2)C12CC3CC(C1)CC(n1cnc(Cl)n1)(C3)C2 | 8%[57.1 µM] | 11% | 5% | 9% | 5% | 2% | -3% | 35% | -4% |
| Cc1ccc(-c2noc(COc3ccccc3C)n2)cc1 | 14%[57.1 µM] | 1% | 1% | -14% | ? | 4% | 162%[activator] | 279%[activator] | -2% |
| O=C(Cn1c(=O)n(-c2ccccc2)c(=O)c2oc3ccccc3c21)Nc1ccccc1 | -10% | 8% | 3% | 3% | 0% | 4% | -4% | 15% | 11% |

Continued:
Compound	rTrxR1 inhibitor	RGS4 inh	Tb PGK inh	GLS inhibitor	Pin1 inh	ERG-DNA inh	JMJD2A Tudor inh	HP1b binding inh	ALOX12 inh
COc1cccc(CC(=O)OCC(=O)NCCc2ccc(F)cc2)c1	11%	7%	-3%	-10%	2%	-12%	9%	40%[activator]	?
Cn1c(=O)c2c(nc(CN3CCN(c4ccccc4F)CC3)n2Cc2ccc(F)cc2)n(C)c1=O	16%	-2%	-5%	0%	11%	-6%	-28%	7%	6%
COCCCNC(=O)CCc1ccccc1	17%	1%	-3%	-1%	-3%	-2%	-11%	-20%	?
CCCOc1ccc(/C=N/NC(=O)CN(c2ccc(OCC)cc2)S(C)(=O)=O)cc1	-2%	-20%	i	2%	12%	5%	-8%	29%	?
Cc1cccc(N(CC(=O)NC2CCCC2)C(=O)CCC(=O)Nc2cc(C)on2)c1	13%[57.1 µM]	-7%	-4%	-1%	2%	-13%	-1%	54%[activator]	-11%
Cc1c(Cl)cccc1NC(=O)CNC(=O)c1ccccc1F	-13%	-8%	i	-10%	1%	4%	-16%	36%	-9%
CCNc1nc(NCC)nc(-n2nc(C)cc2C)n1	14%	3%	-8%	-10%	1%	·	-31%	32%	12%
CCCCNC(=O)Cn1nc(Cc2ccncc2)c2ccccc2c1=O	18%	-16%	·	0%	0%	0%	-10%	19%	4%
Nc1nc(-c2ccc(Cl)cc2)nnc1-c1ccc(Br)cc1	-9%	-14%	-2%	-20%	?	9%	-1%	45%[activator]	2%
CCC1CCCCN1C(=O)Cn1c(=O)oc2ccccc21 (configuration not stated)	21%	28%	2%	-3%	-13%	2%	4%	39%	?
COc1ccc(C2=Nn3c(nnc3-c3ccccn3)SC2)cc1OC	9%	15%	-3%	-1%	0%	8%	45µM*	47%[activator]	-3%
C=CCC1c2cccc(C(=O)O)c2C(=O)N1c1cccc(C)c1 (configuration not stated)	11%	0%	-5%	1%	-8%	·	-2%	29%	15%
CC(C)(C)c1ccc(NC(=O)CSc2nnc3scc(-c4ccccc4)n23)cc1	37%	0%	·	-3%	21%	2%	-21%	5%	-20%
CCCC1=Nc2cc(C(=O)NC(C)c3ccccc3)ccc2Sc2ccc(C)cc21 (configuration not stated)	6%	-17%	-3%	-18%	40%[activator]	-1%	-8%	14%	-12%
Cc1ccc(-n2c3c(cc(C(=O)Nc4cccc(Cl)c4)c2=O)C(=O)CC(C)(C)C3)cc1	8%[57.1 µM]	4%	-7%	3%	-3%	5%	-9%	12%	-12%

Gathered by group: those above containing an aryl thioether with sulfur outside any ring
Compound	rTrxR1 inhibitor	RGS4 inh	Tb PGK inh	GLS inhibitor	Pin1 inh	ERG-DNA inh	JMJD2A Tudor inh	HP1b binding inh	ALOX12 inh
CCOC(=O)CSc1nnc(-c2ccncc2)o1	10%[57.1 µM]	1%	-5%	7%	6%	6%	-1%	27%	0%
COC(=O)c1ccc(CSc2nc(C(F)F)cc(C)c2C#N)o1	3%[57.1 µM]	-3%	-6%	-1%	3%	-1%	22%	49%[activator]	0%
CC(Sc1ccccc1)C(=O)NNC(=O)c1ccncc1 (configuration not stated)	-4%	3%	-1%	-15%	2%	3%	1%	20%	2%
CC(C)(C)c1ccc(NC(=O)CSc2nnc3scc(-c4ccccc4)n23)cc1	37%	0%	·	-3%	21%	2%	-21%	5%	-20%

Additional structures.
Compound	rTrxR1 inhibitor	RGS4 inh	Tb PGK inh	GLS inhibitor	Pin1 inh	ERG-DNA inh	JMJD2A Tudor inh	HP1b binding inh	ALOX12 inh
CCN(CC)c1ccc(NC(=O)C2COc3ccc(OC)cc3C2)c(C)c1 (configuration not stated)	4%[57.1 µM]	-41%	-2%	21%	5%	-2%	-31%	30%[57 µM]	-26%
COc1cccc(Nc2ccc(C(=O)O)cc2[N+](=O)[O-])c1	-6%	-3%[11.4 µM]	-10%	14%	-13%	-5%	-23%	27%	-12%
CC1=N/C(=C\c2ccc([N+](=O)[O-])cc2)C(=O)N1c1cc(Cl)ccc1C	20%	-3%	-9%	0%	41%[activator]	·	?	?	-19%
CCCCC/C=C\C[C@H](O)/C=C/c1cccc(C[C@H](O)CCCCO)n1	13%	-5%	i	-9%	-7%	1%	-15%	12%	-16%
Cn1c(=O)c2c(nc(Br)n2CCSc2ncccn2)n(C)c1=O	-10%	-9%	-4%	-2%	-3%	-5%	-22%	20%	0%
COc1ccc(C2CC(=O)c3cc(-c4nc(-c5cccc([N+](=O)[O-])c5)cs4)c(=O)n(-c4ccc(C)c(C)c4)c3C2)cc1 (configuration not stated)	24%	0%	i	-7%	0%	-3%	-22%	37%	-14%
COc1ccc(/C=N/NC(=O)c2ccc3nc[nH]c3c2)cc1OC	-1%	4%	-3%	3%	-1%	7%	-9%	44%[activator]	-6%
Cc1ccc(/C=N\Nc2nc3ccc(Cl)cc3[nH]2)o1	-1%	-10%[11.4 µM]	-3%	-1%	-1%	0%	5%[11.4 µM]	-25%	7%
Cc1ccccc1C(=O)N1CCCCC1CCN1CCCCC1 (configuration not stated)	10%	26%	i	7%	-2%	1%	-5%	37%	?

JMJD2A Tudor inh: what is marked active above.
Compound	rTrxR1 inhibitor	RGS4 inh	Tb PGK inh	GLS inhibitor	Pin1 inh	ERG-DNA inh	JMJD2A Tudor inh	HP1b binding inh	ALOX12 inh
COc1ccc(C2=Nn3c(nnc3-c3ccccn3)SC2)cc1OC	9%	15%	-3%	-1%	0%	8%	45µM*	47%[activator]	-3%

Not all compounds are listed (hit frequency here may not be typical).
